Screening results deposited in PubChem BioAssay by several laboratories.
Spn DPM-DC inh: S. pneumoniae DPM-DC inhibition. purified DPM-DC, PK/LDH coupled NADH fluorescence. calls only at 10 µM. 65,000 compounds, 0.49% hits. AID 556;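 active = the 320 compounds with the highest percent inhibition in the single-dose primary screen, excluding strongly autofluorescent ones, cut at about 32% in these data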;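 also: kinetic rate of NADH fluorescence loss reporting ADP formed by the decarboxylase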
Spn PMK inh: blocks S. pneumoniae phosphomevalonate kinase. 65,000 compounds, 0.49% hits. inhibition, % at 10 µM. purified PMK, PK/LDH-coupled NADH absorbance 340 nm;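 active = top-ranked compounds by inhibition in the single 10 µM screen, taking a fixed number of the strongest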;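 also: 0% = full reaction with DMSO carrier and 100% = background rate without enzyme reaction; no value below 0 was filed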
Spn MK inh: inhibitors of Streptococcus pneumoniae mevalonate kinase; purified MK, PK/LDH-coupled NADH absorbance 340 nm; inhibition, % at 10 µM; 65,000 compounds, 0.48% hits;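 active = ranked among the strongest by inhibition in the single 10 µM screen, a fixed top-ranked set picked for dose follow-up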; also: no value below 0 was filed
TNAP inhibition: inhibition of tissue-nonspecific alkaline phosphatase – biochemical, luminescent (AID 518). purified TNAP enzyme, luminescent substrate readout; higher % means a stronger effect. inhibition, % at 20 µM, or IC50 in µM where a hit was titrated. 64,000 compounds, 0.09% hits; in the data active = a potency from the dose series; inactive = the rest, 99 in 100 with inhibition below about 22%;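 also: plate controls were vehicle for no effect and reference inhibitor for full effect; many of its hits are not listed in these tables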
HT1080 cytotoxicity: cytotoxicity in HT1080 fibrosarcoma cells, cell-based, fluorescence readout (AID 620). HT1080 viability, fluorescence; higher % means a stronger effect. cytotoxicity, % at 10 µM; hits with a dose series show EC50 in µM. 87,000 compounds, 0.42% hits;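 also: cells exposed to compound overnight then 4 h with Alamar Blue; 0% = vehicle DMSO and 100% = killing control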
LYP phosphatase: LYP phosphatase inhibitors, primary screen, biochemical, DiFMUP fluorescence, recombinant catalytic domain, 10 µM (AID 606); recombinant LYP catalytic domain, DiFMUP fluorescence; higher % means a stronger effect; 52,000 tested, under 10 active; inhibition, % at 10 µM, or IC50 in µM where a hit was titrated;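 active = IC50 under 40 µM in the dose-response test; inactive = IC50 of 40 µM or more, or never dose-tested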
HPDE-C7 cytotoxicity: HPDE-C7 pancreatic duct cell viability loss – fluorescence, HTS (AID 430). one-dose cytotoxicity, % at 10 µM; EC50 in µM for titrated hits. 63,000 compounds, 1.8% hits. HPDE-C7 pancreatic duct cells viability, fluorescence; higher % means a stronger effect;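 also: cells exposed to compound for 48 hours before viability readout; 0% = vehicle and 100% = reference cytotoxic drug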
HPDE-C7K KRASV12: cytotoxicity in KRAS-transformed pancreatic duct cells, primary screen, cell-based, fluorescence, HTS (AID 431); HPDE-C7K KRASV12 cells, Alamar Blue viability, 48 h; higher % means a stronger effect; one-dose cytotoxicity, % at 10 µM; EC50 in µM for titrated hits; 63,000 compounds, 1.7% hits;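 active = compounds whose percent cytotoxicity in the single-dose primary screen, scaled between solvent and toxic-drug controls, exceeds 50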;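 also: 0% = DMSO solvent wells and 100% = doxorubicin-treated wells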
Bfl-1 inhibitors: displacement of Bid BH3 peptide from Bfl-1 – biochemical, fluorescence polarization, FITC-Bid, mouse, primary screen (AID 432); displacement, % at 20 µM, or IC50 in µM where a hit was titrated; FITC-Bid BH3 peptide fluorescence polarization displacement; higher % means a stronger effect; 64,000 compounds, 0.02% hits; in the data active = a potency from the dose series; inactive = the rest, 99 in 100 with displacement below about 15%; also: strong numbers were not always called active
Spn PMK inh pilot replicates: further read-out of Spn PMK inh, marked with its call; inhibition, %; measured here: pilot screen replicates
Spn MK inh pilot replicates: second read-out of Spn MK inh, no call of its own (marks repeat the call); inhibition, %; measured here: pilot screen replicates
Spn DPM-DC inh pilot screen %: recorded beside Spn DPM-DC inh, whose call it bears; inhibition, %; measured here: pilot screen trials
Starred values were filed as active, the others as inactive; i = inactive; . = not tested or not shown; + = active, no number. Rule as the data show it, unless noted: active = cytotoxicity above about 50%; inactive = the rest.

SMILES | Spn DPM-DC inh | Spn PMK inh | Spn MK inh | TNAP inhibition | HT1080 cytotoxicity | LYP phosphatase | HPDE-C7 cytotoxicity | HPDE-C7K KRASV12 | Bfl-1 inhibitors | others
COc1cc2nc(=S)n3[nH]c(CCn4c(C)nc5ccccc54)nc3c2cc1OC | i | 0 | 6 | 10% | 3% | . | -10% | 3% | 8%
Cc1ccc(CNC(=O)c2ccccc2NC(=O)CSc2nnnn2C)cc1 | i | 8 | 2 | . | -6% | . | . | . | .
CCOC(=O)N1CCN(S(=O)(=O)c2c(C)cc(C)cc2C)CC1 | i | 5 | . | -3% | -2% | . | 3% | 1% | -4%
C=CCNc1nc2c(c(=O)n(C)c(=O)n2C)n1CCCCCC | i | 0 | 3 | 12% | 0% | 8% | -5% | -5% | -9% | Spn PMK inh pilot replicates=2.5;Spn MK inh pilot replicates=1.0;Spn DPM-DC inh pilot screen %=0.0
CCOC(=O)CON1C(=O)C(C)(C)N(OCC(=O)OCC)C(=O)C1(C)C | i | 11 | 5 | 9% | -2% | . | 9% | 14% | -12%
O=c1oc2cc(Br)ccc2n1CSC1=NCCS1 | i | 10 | 8 | 11% | -8% | . | -10% | -19% | 2%
CCn1cc(C(=O)NCC2CCCO2)c(=O)c2cc(S(=O)(=O)N3CCC(C)CC3)ccc21 (stereo not given) | i | 10 | 8 | 9% | 8% | 7% | -7% | 9% | -3%
CC1=C(C#N)C(Nc2cccc(C)n2)(C(F)(F)F)C(=O)N1 (stereo not given) | i | 6 | 5 | 5% | 5% | -10% | -7% | 0% | -5%
CC(C)(C)NC(=O)C1CCN(S(=O)(=O)c2ccc(Br)cc2)CC1 | i | 3 | 6 | 4% | 4% | 2% | -6% | 5% | -4%
CCOC(=O)C1CCN(C(=O)Nc2ccc3nc(-c4ccco4)c(-c4ccco4)nc3c2)CC1 | i | 0 | 20 | 22% | -8% | 15% | -4% | -4% | 44%
COc1ccc(CCNc2ncnc3c2oc2ccccc23)cc1OC | i | 11 | 7 | 8% | -2% | 9% | 32% | 32% | -8%
CC1(C)CC(=O)c2sc(NS(=O)(=O)Cc3ccccc3)nc2C1 | i | 12 | 13 | 1% | -8% | 7% | -15% | -4% | 0%
COc1ccc(Cn2c3nc4ccccc4nc3c3c(=O)n(Cc4ccco4)cnc32)cc1 | i | 0 | 8 | 8% | -8% | . | 21% | 8% | -1%
CCOc1ccc(-n2c(=O)c3sccc3n(CC(=O)NCc3ccco3)c2=O)cc1 | i | 19 | 3 | 13% | -3% | 13% | 2% | 4% | 3%
CCN(CC)CCN1C(=O)C(=O)/C(=C(/O)c2ccc(OC(C)C)cc2)C1c1ccncc1 (stereo not given) | i | 23 | 8 | 14% | -8% | 12% | -8% | 4% | -2% | Spn PMK inh pilot replicates=5.5;Spn MK inh pilot replicates=0.0;Spn DPM-DC inh pilot screen %=3.0

Brought forward from above: two compounds; new compounds follow.
SMILES | Spn DPM-DC inh | Spn PMK inh | Spn MK inh | TNAP inhibition | HT1080 cytotoxicity | LYP phosphatase | HPDE-C7 cytotoxicity | HPDE-C7K KRASV12 | Bfl-1 inhibitors | others
CCOc1ccc(-n2c(=O)c3sccc3n(CC(=O)NCc3ccco3)c2=O)cc1 | i | 19 | 3 | 13% | -3% | 13% | 2% | 4% | 3%
CCN(CC)CCN1C(=O)C(=O)/C(=C(/O)c2ccc(OC(C)C)cc2)C1c1ccncc1 (stereo not given) | i | 23 | 8 | 14% | -8% | 12% | -8% | 4% | -2% | Spn PMK inh pilot replicates=5.5;Spn MK inh pilot replicates=0.0;Spn DPM-DC inh pilot screen %=3.0
O=C(NC1CC1)C1C2C3C4CC5C3C5C4C12 (stereo not given) | i | 16 | 12 | 19% | 8% | . | -4% | -4% | 0%
O=C(O)CSc1ncn[nH]1 | i | 14 | 7 | 13% | -2% | -12% | 1% | -10% | 0% | Spn PMK inh pilot replicates=1.5;Spn MK inh pilot replicates=0.0;Spn DPM-DC inh pilot screen %=0.0
Cc1cn(C2OC(COC(=O)c3ccccc3)C(O)C2O)c(=O)[nH]c1=O (stereo not given) | i | 13 | 0 | 10% | -4% | . | -8% | 0% | -3%
CSCCC(NC(=O)COc1ccccc1)C(=O)N1CCN(c2ccccc2F)CC1 (stereo not given) | i | 8 | 3 | 8% | -7% | -3% | 2% | -2% | -4%
COc1ccc(S(=O)(=O)N(C)CC(=O)N2CCCCCC2)cc1OC | i | 4 | 6 | 5% | -3% | 0% | -3% | -4% | -4%
COc1cccc(C(=O)NCC(c2cccnc2)N2CCN(c3ccccc3OC)CC2)c1 (stereo not given) | i | 8 | 10 | 5% | 2% | 6% | -4% | -2% | -8%
Cc1ccc(Cn2nnc3c(=O)[nH]c(C4CCN(C(=O)c5cccs5)CC4)nc32)cc1 | i | 0 | 0 | 10% | 5% | 2% | -9% | -4% | -3% | Spn PMK inh pilot replicates=1.0;Spn MK inh pilot replicates=0.0;Spn DPM-DC inh pilot screen %=0.0
CCOc1ccc(N2C(=O)CC(Sc3ncccn3)C2=O)cc1 (stereo not given) | i | 0 | 4 | 6% | 0% | -6% | 2% | 1% | -3%
CCCS(=O)(=O)N1CCC(C(=O)NCCN2CCC(Cc3ccccc3)CC2)CC1 | i | 6 | 0 | 4% | 4% | 10% | -1% | 1% | -1%
COc1ccc(S(=O)(=O)NC2(C(F)(F)F)N=C3SCCN3C2=O)cc1 (stereo not given) | i | 14 | 0 | 10% | -3% | . | -27% | -8% | -6%
COc1ccc(OC)c(C(=O)CSc2nnc(-c3cccs3)n2C)c1 | i | 2 | 3 | 14% | 15% | 10% | -1% | 3% | 1%
CC1(C)CC(=O)C2=C(C1)N(CC1CCCO1)C(=O)C2(NC(=O)c1cccnc1)C(F)(F)F (stereo not given) | i | 9 | 12 | 4% | 2% | 0% | -6% | -13% | 0%
CCOc1ccc(OCc2ccc(C(=O)O)o2)cc1 | i | 17 | 6 | 1% | . | 5% | -8% | -3% | -6%
COC(=O)[C@H](CCSC)NC(=O)Nc1ccc(C)cc1 | i | 8 | 0 | 11% | 3% | . | 2% | -7% | 1%
CC1CCCC(NC(=O)c2n[nH]c(=O)c3ccccc23)C1C (stereo not given) | i | 5 | 4 | 14% | -7% | -6% | -10% | -3% | -8%
CC1(C)CC(=O)C2=C(C1)N(CCN1CCOCC1)C1=C(C(=O)CC(C)(C)C1)C2c1ccc(Cl)cc1 | . | 2 | 2 | -25% | 1% | -7% | -7% | -6% | -1%
COc1ccc(C)cc1NC(=O)Cn1cnc2sc(C)c(S(=O)(=O)N3CCOCC3)c2c1=O | i | 10 | 13 | -2% | 2% | 4% | -4% | 5% | -4%
COc1ccccc1C(=O)Oc1cc(N)n(S(=O)(=O)c2ccc(C)cc2)n1 | i | 1 | 0 | 7% | -4% | . | -1% | -6% | 3%
Cc1nn(Cc2ccccc2)c(C)c1NC(=O)CSc1nc2sc3c(c2c(=O)n1C)CCC3 | i | 7 | 10 | 6% | 2% | 3% | 5% | 2% | -3%
CCCN1CCC(N(C)CCc2ccc(OC)c(OC)c2)CC1 | i | 6 | 1 | 5% | 3% | 16% | . | . | -2%
O=C(Oc1c(Cl)cc(Cl)c2cccnc12)N1CCOCC1 | i | 7 | 5 | 7% | 3% | 12% | 3% | -2% | -2%
CCNc1nc(C)nc2c1oc1ccccc12 | i | 8 | 2 | 17% | 2% | . | -2% | -11% | 3%
CCOC(=O)c1cn(CC)c2ccc(S(=O)(=O)N3CCC(C)CC3)cc2c1=O | i | 22 | 0 | 17% | 4% | 2% | -4% | -1% | -6%
COCCNC(=O)CSc1nc2ccc(N3CCOCC3)cc2c(=O)n1CCc1ccccc1 | . | 7 | 10 | 7% | -6% | 3% | 5% | -2% | -3%
CN1CCN(S(=O)(=O)c2ccc(SCCOc3ccccc3)nc2)CC1 | i | 14 | 1 | 0% | -7% | 9% | -6% | 7% | 0%
O=C(c1cc2ccccc2oc1=O)N(Cc1cccs1)C1CCS(=O)(=O)C1 (stereo not given) | i | 4 | 9 | 3% | 3% | 3% | -15% | -5% | 2%
Cc1ccc2c(c1)[nH]c1c(=O)n(Cc3ccccn3)cnc12 | i | 10 | 7 | 15% | 3% | 20% | -4% | 0% | -9%
O=C(Cc1cc(=O)[nH]c(=O)[nH]1)NCCN1CCOCC1 | i | 5 | 8 | 3% | -3% | 10% | -15% | 1% | 5%
COc1ccc(C(=O)Nc2nc(N)n(-c3ccccc3)n2)cc1OC | i | 5 | 0 | 6% | -6% | 2% | 4% | 5% | 0%
O=C(Nc1ccccc1N1CCN(c2ccccc2)CC1)C1CCCCC1 | i | 7 | 1 | 8% | 16% | -5% | 4% | 10% | -1%
O=C(c1cc(-c2ccco2)on1)N1CCCc2ccccc21 | i | 31* | 50* | 10% | -3% | 5% | -5% | -5% | 9%
CC1CN(C(c2cccs2)c2sc3ncnn3c2O)CC(C)O1 (stereo not given) | i | 8 | 6 | -1% | -1% | 6% | -32% | -20% | -1%
Cc1ccc(C)c(N2CCN(C(=O)Cn3cccc3)CC2)c1 | i | 3 | 4 | 3% | -2% | -54% | -19% | -18% | -2%
Cc1cccc(N2CCN(C(=O)c3cc4c(C)nc5ccccc5c4o3)CC2)c1C | i | 25 | 10 | 9% | 1% | 13% | -3% | 7% | -5%
c1ccc(CCn2nnnc2C(c2cccnc2)N2CCN(c3ccccc3)CC2)cc1 (stereo not given) | i | 15 | 0 | 5% | -9% | 2% | -2% | -5% | -4%
COc1ccc(CN2C(=O)c3ccccc3C2C(=O)NC2CCCC2)c(OC)c1 (stereo not given) | i | 25* | 1 | 17% | -1% | 16% | 22% | 23% | -5% | Spn PMK inh pilot replicates=3.5*;Spn MK inh pilot replicates=1.0;Spn DPM-DC inh pilot screen %=0.0
O=C(O)c1ccccc1C(=O)OCCCCOC(=O)c1ccccc1C(=O)O | i | 0 | 3 | 2% | -15% | 8% | -6% | 0% | 0%
CCc1ccc(OCc2nc(-c3ccccn3)no2)c(Br)c1 | i | 11 | 7 | . | -9% | -12% | 33% | 31% | -3%
CC1=CC(C)(C)N(C(=O)c2ccccc2)c2ccccc21 | i | 0 | 1 | 13% | 10% | 5% | -2% | 0% | -3%
CN(C)Cc1nc2ccccc2c(=O)n1Cc1nc(-c2cc3ccccc3o2)cs1 | + | 19 | 4 | 8% | -6% | . | 21% | 13% | -2%
C=CCn1c(SCn2nnc3ccccc3c2=O)nc2scc(-c3cccs3)c2c1=O | i | 0 | 1 | 6% | 4% | -8% | 0% | -2% | -13%

Compounds shown so far that have a Cl atom, in the order listed:
SMILES | Spn DPM-DC inh | Spn PMK inh | Spn MK inh | TNAP inhibition | HT1080 cytotoxicity | LYP phosphatase | HPDE-C7 cytotoxicity | HPDE-C7K KRASV12 | Bfl-1 inhibitors | others
CC1(C)CC(=O)C2=C(C1)N(CCN1CCOCC1)C1=C(C(=O)CC(C)(C)C1)C2c1ccc(Cl)cc1 | . | 2 | 2 | -25% | 1% | -7% | -7% | -6% | -1%
O=C(Oc1c(Cl)cc(Cl)c2cccnc12)N1CCOCC1 | i | 7 | 5 | 7% | 3% | 12% | 3% | -2% | -2%
